Salmonella PhoP GFP: PhoP regulon inhibitors, Salmonella typhi PhoP promoter GFP reporter, confirmatory (AID 1850); Salmonella Typhi PhoP-promoter GFP reporter, fluorescence, 4 h; higher % means a stronger effect; one-dose inhibition, % at 50 µM; IC50 in µM for titrated hits; actives 0.33% (n = 310,000); in the data active = a potency from the dose series; inconclusive = inhibition mostly from about 25% at the one dose, without a potency; inactive = the rest, 99 in 100 with inhibition below about 19%;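 also: 0% = induced wells with vehicle and 100% = uninduced wells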
tuberculosis growth: growth inhibition of non-replicating M. tuberculosis (AID 488890); Mycobacterium tuberculosis non-replicating, growth inhibition; higher % means a stronger effect; inhibition, % at 25 µM, or IC50 in µM where a hit was titrated; actives 0.39% (n = 320,000); in the data active = a potency from the dose series; inconclusive = inhibition mostly from about 82% at the one dose, without a potency; inactive = the rest, 99 in 100 with inhibition below about 76%;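 also: plate controls were DMSO cells for no effect and high antibiotic wells for full effect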
inhibitors of VEEV: inhibitors of VEEV TC-83 cytopathic effect, confirmation, Vero cells (AID 588727). Vero cells, VEEV TC-83 cytopathic effect inhibition; higher % means a stronger effect. inhibition, % at 20 µM, or IC50 in µM where a hit was titrated. actives 0.13% (n = 350,000); in the data active = a potency from the dose series; inconclusive = inhibition mostly from about 14% at the one dose, without a potency; inactive = the rest, 99 in 100 with inhibition below about 12%; also: strong numbers were not always called active
H1N1 NS1A inhibition: NS1A inhibition, H1N1 influenza, cell based functional assay (AID 504329); inhibition, % at 12.5 µM, or IC50 in µM where a hit was titrated; NS1A functional cell-based assay, percent inhibition; higher % means a stronger effect; actives 0.3% (n = 340,000); in the data active = a potency from the dose series; inconclusive = inhibition above about 27% without an active follow-up result; also: strong numbers were not always called active
H37Rv inhibition: M. tuberculosis growth inhibition, HTS (AID 449762); M. tuberculosis H37Rv growth inhibition, 7H9 media; higher % means a stronger effect; inhibition, % at 25 µM, or IC50 in µM where a hit was titrated; actives 0.59% (n = 330,000); in the data active = a potency from the dose series; inconclusive = inhibition above about 70% without an active follow-up result;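 also: bacterial growth assessed after seven days of incubation; strong numbers were not always called active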
inhibitors of VEEV 10K pilot screen: also measured in inhibitors of VEEV; calls as there; inhibition, %; measured here: 10K pilot screen inhibition
Starred values were filed as active, the others as inactive; i = inactive; ? = inconclusive; . = no result given.

SMILES | Salmonella PhoP GFP | tuberculosis growth | inhibitors of VEEV | H1N1 NS1A inhibition | H37Rv inhibition | others
CCOc1ccc(NC(=S)C(C#N)=C2N(C)c3ccccc3N2C)cc1 | -5.1% | 29.4% | 0.5% | -9.1% | 1.6%
O=C1C=C(NCCN2CCOCC2)CC(c2ccccc2)C1 (stereo not drawn) | -12.8% | -13.7% | i | -6.0% | 0.0%
CCN(CC)c1ccc(/C=C2\C(=O)NC(=S)N(c3ccc(OC)cc3OC)C2=O)o1 | -26.9% | -13.2% | i | 7.7% | 3.9%
CCOC(=O)C1CCCN(Cc2cn(C)nc2-c2ccc3c(c2)OCCO3)C1 (stereo not drawn) | -6.3% | 6.2% | i | -3.6% | 6.2%
CC(C)N=C(NC#N)SCC(=O)NC(C)(C)C | -12.3% | -1.3% | i | 0.9% | -7.2%
COc1cccc(C(=O)N2CCN(Cc3ccccc3C(F)(F)F)CC2)c1 | 9.3% | 7.8% | 4.7% | -31.2% | -5.6%
CCSc1nnc(NC(=O)Cc2ccc(OC)cc2)s1 | 3.3% | 5.0% | 4.0% | 2.3% | -13.3% | inhibitors of VEEV 10K pilot screen=0.9
O=c1c(F)cn(C2CCCO2)c(=O)n1Cc1ccc(Cl)cc1 (stereo not drawn) | -1.2% | 3.3% | i | 7.8% | 5.8%
COC(=O)c1c(NC(=O)C2CCCCC2C(=O)O)sc2c1CCCCC2 (stereo not drawn) | 3.2% | 17.8% | 0.7% | -10.2% | -0.2%
O=C(O)c1ccc(Nc2nc(-c3ccc([N+](=O)[O-])cc3)nc3ccccc23)cc1 | -2.4% | ? | 8.7% | -0.6% | 9.9%
CCOC(=O)c1c(C)[nH]c(C(=O)CN2C(=O)NC(C)(c3ccc(C)cc3)C2=O)c1C (stereo not drawn) | -5.6% | 22.2% | 5.7% | -6.5% | -5.0%
Cc1ccc(C(=O)N2CCC(C)CC2)cc1NC1=NC2CS(=O)(=O)CC2S1 (stereo not drawn) | 9.5% | . | 0.3% | -5.8% | -1.2%
Cc1ccc(CS(=O)(=O)c2ncc(Cl)c(C(=O)Nc3ccc(OC(F)F)cc3)n2)cc1 | 9.8% | -1.4% | ? | 4.0% | 1.0%
COc1ccc(OC2OC3COC(C)(C)OC3C(O)C2NC(C)=O)cc1 (stereo not drawn) | 1.3% | -10.4% | 0.8% | -1.2% | 2.0%
O=C(c1cc2c(s1)CCCC2)n1cccn1 | -3.0% | 12.4% | i | -2.0% | 47.9%
CCNC(=O)CC1C(=O)N(c2ccc(OC)cc2)C(=O)N1CCOC (stereo not drawn) | -6.4% | 7.0% | 0.0% | 7.4% | -0.4%
Cc1cc(NC(=O)c2ccc(Cl)cc2)cc(C)c1OCC(=O)N1CCOCC1 | 6.7% | -1.5% | 7.7% | -7.8% | -12.2%
CN(CC(=O)Nc1cccc(F)c1)C(=O)Cc1n[nH]c(=O)c2ccccc12 | -0.8% | -10.2% | 4.2% | -5.0% | 5.3%
O=S(=O)(c1ccc(Br)s1)N1CCN(CCOc2ccccc2)CC1 | . | 24.7% | 3.7% | -6.1% | -5.3%
CCOC(=O)C1=C(CNCc2ccc(C)cc2)NC(=O)NC1c1ccc(OC)cc1 (stereo not drawn) | -3.4% | 30.7% | 2.0% | 3.2% | 1.6%
Cc1oc(/N=C/c2ccc(F)cc2)c(C#N)c1C | 3.7% | -22.8% | 0.2% | -8.6% | -5.2%
COc1ccc(-n2cnnc2SCC(=O)Nc2cccc(S(=O)(=O)N3CCCCC3)c2)cc1 | -6.1% | 36.4% | 0.3% | -4.9% | -6.2%
CCOC(=O)/C(=C\Nc1ccccc1C(F)(F)F)Sc1ncc(C(F)(F)F)cc1Cl | -6.6% | 1.3% | 2.7% | -0.6% | -0.3%
CCCC/C=C1/CCC(CN(C)C)C1=O (stereo not drawn) | . | . | 21.8µM* | -0.8% | .
CS(=O)(=O)c1ccc2nc(NC(=O)C3=NN(c4ccccc4)C(=O)CC3)sc2c1 | 5.2% | 1.2% | 1.4% | 13.5% | 1.2%
COCCn1c(SCc2cc(C(C)=O)ccc2OC)nc2cc(Cl)ccc2c1=O | -9.5% | -3.9% | 0.8% | -4.0% | -0.1%
CC(=O)N1CCc2cc(S(=O)(=O)N3CCc4ccccc4C3)ccc21 | 15.1% | -7.6% | i | 18.7% | -3.9%
Cc1oc(-c2ccc(Cl)cc2)nc1CS(=O)CC(=O)NCCN1CCCCCC1 (stereo not drawn) | 3.2% | 42.6% | ? | 11.8% | -1.8%
Cc1cc(O)c(C(=O)/C=C/c2ccccc2)c(=O)o1 | 6.6% | ? | ? | -0.9% | ?
CCN1CCN(CCCNC(=O)c2ccc3c(c2)NC(=O)c2ccccc2S3)CC1 | -5.5% | 6.8% | 0.2% | -1.0% | -2.6%

Some of these compounds in order of molar mass, rising.
SMILES | Salmonella PhoP GFP | tuberculosis growth | inhibitors of VEEV | H1N1 NS1A inhibition | H37Rv inhibition | others
Cc1oc(/N=C/c2ccc(F)cc2)c(C#N)c1C | 3.7% | -22.8% | 0.2% | -8.6% | -5.2%
CC(=O)N1CCc2cc(S(=O)(=O)N3CCc4ccccc4C3)ccc21 | 15.1% | -7.6% | i | 18.7% | -3.9%
CCN1CCN(CCCNC(=O)c2ccc3c(c2)NC(=O)c2ccccc2S3)CC1 | -5.5% | 6.8% | 0.2% | -1.0% | -2.6%

Continuation.
SMILES | Salmonella PhoP GFP | tuberculosis growth | inhibitors of VEEV | H1N1 NS1A inhibition | H37Rv inhibition | others
CSCCC(C(=O)Nc1ccc2c(c1)OCO2)N1C(=O)c2ccccc2C1=O (stereo not drawn) | -11.6% | -5.3% | 4.2% | 3.6% | -0.1%
Cc1cccc(C)c1NC(=O)CCS(=O)(=O)c1cccc2nonc12 | -15.4% | 24.0% | 0.1% | -9.2% | 8.6%
Cc1cccc2c1cnn2C(=O)CCC(=O)NC1CCCCC1 | -2.9% | 4.2% | 0.3% | -5.1% | -7.9% | inhibitors of VEEV 10K pilot screen=1.4
COC(Cn1c(-c2cccc(S(=O)(=O)N(C)C)c2)n[nH]c1=S)OC | 0.0% | 12.8% | 0.1% | 1.8% | -11.3%
CCOC(=O)c1c(NC(=O)N/N=C/c2ccccc2OCC)sc(C(C)=O)c1C | 7.0% | . | 1.6% | -4.4% | . | inhibitors of VEEV 10K pilot screen=2.8
Cc1ccsc1-c1nc(CSCC(=O)N2CCC3(CC2)OCCO3)c(C)o1 | -8.0% | -10.2% | i | 5.3% | -11.4%
O=C(O)CNS(=O)(=O)c1cc(Cl)c(Cl)cc1Cl | -4.8% | -11.6% | 0.7% | -0.9% | 1.3%
COc1ccccc1NC(=O)c1ccc(NC(=O)COC(=O)C2(C)CC2(Cl)Cl)cc1 (stereo not drawn) | -6.7% | 54.1% | 10.0% | -4.1% | 3.8%
O=C(/C=C/c1ccc2c(c1)OCO2)Nc1nc2ccccc2s1 | -1.3% | 7.4% | 0.1% | 6.5% | 3.2%
C/C(=N\NC(=O)C1(C)CC1(Br)Br)c1ccc(NC(=O)C2CCC2)cc1 (stereo not drawn) | -4.8% | -4.5% | 10.9% | -0.9% | -4.3%
Cc1ccc(NC(=O)CSCC(=O)Nc2ccc(S(=O)(=O)N3CCCC3)cc2)cc1 | 4.8% | 8.9% | 4.8% | -6.0% | 4.7%
CCOCCn1c(CN(Cc2ccccc2)Cc2ccccc2)nc2c1c(=O)[nH]c(=O)n2C | 0.5% | . | i | 1.0% | .
COc1ccccc1NC(=O)CCS(=O)(=O)c1cc2c(cc1Cl)NC(=O)CO2 | 2.7% | 2.5% | i | -2.5% | 8.3%
CC1=C(C(N)=O)C(c2ccc(Cl)c(Cl)c2)n2ncnc2N1 (stereo not drawn) | 9.2% | 3.0% | 1.3% | -20.4% | 1.5%
O=C1C2C3C=CC(C3)C2C(=O)N1c1ccc2c(c1)OCO2 (stereo not drawn) | 4.5% | 1.5% | 0.7% | -5.3% | 2.7%

3 entries drawn at random from those above, as already listed:
SMILES | Salmonella PhoP GFP | tuberculosis growth | inhibitors of VEEV | H1N1 NS1A inhibition | H37Rv inhibition | others
CSCCC(C(=O)Nc1ccc2c(c1)OCO2)N1C(=O)c2ccccc2C1=O (stereo not drawn) | -11.6% | -5.3% | 4.2% | 3.6% | -0.1%
O=C(O)CNS(=O)(=O)c1cc(Cl)c(Cl)cc1Cl | -4.8% | -11.6% | 0.7% | -0.9% | 1.3%
Cc1ccsc1-c1nc(CSCC(=O)N2CCC3(CC2)OCCO3)c(C)o1 | -8.0% | -10.2% | i | 5.3% | -11.4%

Next section
SMILES | Salmonella PhoP GFP | tuberculosis growth | inhibitors of VEEV | H1N1 NS1A inhibition | H37Rv inhibition | others
Clc1ccc(OCc2cn3ccccc3n2)c2ncccc12 | -7.7% | -7.0% | 9.0% | 1.9% | 68.7%
Cc1nc2ccccc2n1CC(O)Cn1c(C(F)(F)F)nc2ccccc21 (stereo not drawn) | 5.9% | -0.2% | i | -1.5% | -5.6%
CCCC(CCC(=O)Nc1ccc(C(=O)OC)cc1)C(=O)O (stereo not drawn) | -1.6% | -2.3% | 1.8% | 1.6% | 2.2%
Cc1ccccc1/C=N/NC(=O)c1cccnc1 | -5.4% | 8.9% | 0.4% | 0.2% | 0.5%
Cc1cccc(NC(=S)N(Cc2ccc(Br)cc2)Cc2ccc(C(=O)O)cc2)c1 | 2.7% | 1.6% | 3.9% | 9.8% | 1.0%
CCNc1nc(NC(C)C)nc(Oc2ccc(/C=N/O)cc2)n1 | 10.6% | 12.3% | 3.0% | 15.2% | -1.1%
O=C(OCC(=O)N1CCOCC1)c1ccc(N2CCOCC2)c([N+](=O)[O-])c1 | 1.6% | -0.8% | 0.9% | -2.0% | -8.0%
C=CCn1c(SCC(=O)N(C)c2c(N)n(Cc3ccccc3)c(=O)[nH]c2=O)nnc1-c1ccccc1OC | -10.7% | -10.3% | 0.2% | -5.7% | -25.6%
NC(=O)Nc1ccc(C(=O)OCC(=O)NC2CCCCC2)cc1 | 4.3% | 2.7% | 1.4% | -6.6% | -1.8%
CC(=O)C1=C(C)NC(=O)CC1c1ccccc1Cl (stereo not drawn) | 2.5% | -7.9% | 0.3% | -8.2% | 5.7%
Clc1ccc(Sc2cc(Cl)c(-c3ccccc3)nn2)cc1 | 22.2% | 75.3% | 4.2% | -2.5% | 27.0%
COc1ccc(CN(Cc2cccn2C)S(=O)(=O)c2ccc(F)cc2)cc1 | 0.7% | 3.9% | 1.7% | 0.7% | 5.2%
COc1cc(/C=C2/C(=O)NN(c3cccc(Cl)c3)C2=O)cc(OC)c1O | 2.0% | 2.9% | 0.1% | 12.0% | 47.9%
COc1ccc(C(=O)N2CCC(O)(c3ccc(F)cc3)CC2)cc1OC | -5.1% | -13.6% | 1.3% | 8.6% | -5.2%
COc1cc(-n2ccnc2SC)c(Cl)cc1Cl | 11.9% | 0.3% | 2.9% | -5.7% | -4.0%
Cc1cc(NCCCN2CCOCC2)n2nc(C)c(-c3ccccc3)c2n1 | 12.7% | 18.0% | 7.2% | 6.1% | -0.6%
CCC(=O)Nc1ccccc1N1CCN(c2ccc(F)cc2)CC1 | 7.2% | -4.1% | i | 0.0% | 7.2%
COC(=O)c1ccccc1NC(=O)NCC1CCCO1 (stereo not drawn) | -15.8% | 10.5% | 2.4% | -0.6% | 1.9% | inhibitors of VEEV 10K pilot screen=1.6
COc1cccc(NC(=O)Nc2nnc(CC(=O)NCc3ccccc3)s2)c1 | 2.6% | -4.7% | 2.3% | -0.3% | 1.2%
Cc1ncc(CSc2nnnn2-c2ccccc2)c(N)n1 | 0.7% | -7.8% | i | 3.7% | 1.4%
O=C(CCCCCn1c(=S)[nH]c2ccc(N3CCOCC3)cc2c1=O)NCCc1ccccc1 | -6.2% | -5.5% | 2.3% | -4.5% | 7.7%
CCNC(=O)c1cccc(NC(=O)C2CC(=O)N(CCc3ccccc3)C2)c1 (stereo not drawn) | . | -5.0% | 1.4% | 1.6% | -6.0%
O=C(c1ccccc1)N1CCCCC(S(=O)(=O)c2ccccc2)C1=O (stereo not drawn) | 6.7% | -3.7% | i | -6.3% | 1.8%
Cc1cccc(NC(=O)c2nc[nH]c2C(=O)N2CCc3ccccc3C2)c1 | . | 56.2% | 2.0% | 0.8% | 1.6% | inhibitors of VEEV 10K pilot screen=6.8
Cc1ccccc1NC(=O)C(=O)NCCCN1CCCC1=O | 4.4% | -8.1% | i | 7.8% | -6.5%
CCCCN(C)CCNC(=O)Cn1ncc2c(=O)oc3ccc(C)cc3c21 | -0.1% | -29.4% | 2.3% | -28.9% | -21.8%
CCC(=O)n1nc(-c2ccco2)nc1N | -10.5% | 10.1% | 1.3% | 6.7% | 0.2%
O=C(CNC(=O)C1CCCCC1)OCC(=O)c1ccc(Cl)s1 | 3.1% | -3.2% | 0.4% | -5.5% | -0.1%

Screening results from PubChem.
